# TROY NFkB inh – inhibitors of TROY-driven NF-kB signaling, primary screen, Q293 LMP1-TROYcd cells, NF-kB luciferase, uHTS | Q293 LMP1-TROYcd NF-kB luciferase reporter, 4 h | hit rate 0.98% among 360,000 | inhibition, % at 10 µM | AID 1347056, 2019;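 active = compounds whose plate-normalised and pattern-corrected inhibition of the luciferase reporter signal at the single screening dose is 50% or more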
# C8 TRAIL sens – viability loss with TRAIL in NB7+C8 cells, primary screen, TRAIL sensitizer project, cell-based, ATPlite luminescence | inhibition (viability loss, TRAIL sensitization), % at 10 µM | hit rate 1% among 360,000;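 active = compounds causing at least 50% loss of cell viability in the single-dose screen, relative to plate controls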
# NR5A2 inv ag – LRH-1 (NR5A2) inverse agonists, primary screen, cell-based, luminescence, HEK293T, StAR-luciferase reporter; AID 602396, 2012; LRH-1 transfected, 24 h; Nuclear receptor subfamily 5 group A member 2 (Homo sapiens), O00482; inhibition, % at 3.6 µM; hit rate 0.13% among 360,000;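 active = inhibition above the mean inhibition of all tested compounds plus 3 SD, cut at about 73% in these data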;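 also: 0% = DMSO wells and 100% = reporter-only cells lacking LRH-1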
# KKLEB tox – cytotoxicity in KKLEB CF airway cells, primary screen, cytotoxicity control for CF NF-kB inhibitor project, cell-based, uHTS, fluorescence assay plates; KKLEB CF airway cells viability, ATPlite luminescence, overnight; stronger effect = lower value; cells stimulated with P. aeruginosa culture filtrate; activity change (cytotoxicity), % at 5 µM; hit rate 0.36% among 360,000; AID 602141, 2011;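 active = corrected activity change at or below -50% at 5 µM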
# SRC2 inh – inhibition of GAL4-SRC2 driven luciferase reporter, primary screen, SRC2 inhibitor project, cell-based, luminescence | Nuclear receptor coactivator 2 (Homo sapiens), Q15596 | HEK293 GAL4-SRC2 luciferase reporter | inhibition, % at 9 µM | hit rate 0.17% among 370,000 | AID 651957, 2012;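 active = inhibition above the mean inhibition of all tested compounds plus 3 SD, set per campaign, cut at about 52% in these data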;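 also: 0% = DMSO treated cells and 100% = cells given Gossypol at 36 µM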
# NR2F2 inh – NR2F2 transcriptional activity inhibitors, primary screen, cell-based, luciferase reporter, HEK293T, luminescence. HEK293T NGFI-A luciferase reporter. inhibition, % at 8.6 µM. hit rate 0.7% among 370,000. COUP transcription factor 2 (Homo sapiens), P24468;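 active = inhibition above a per-plate cutoff, mean inhibition of test wells between control levels plus 3 SD, cut at about 38% in these data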;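 also: cells cotransfected with COUP-TFII expression vector driving the NGFI-A reporter; 0% = median of COUP-TF2 test wells and 100% = reporter-only cells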
# SRC3 inh – SRC3 coactivator transcriptional activity inhibitors, primary screen, cell-based, luminescence; HEK293 GAL4-SRC3 luciferase reporter; inhibition, % at 3.6 µM; Nuclear receptor coactivator 3 (Homo sapiens), Q9Y6Q9; AID 588352, 2011; hit rate 0.17% among 360,000;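 active = inhibition above a per-campaign cutoff, the mean of all compounds plus 3 SD, cut at about 60% in these data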;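 also: 0% = DMSO-treated cells and 100% = gossypol-treated cells at 36 µM; higher means less SRC3-driven luciferase light from the GAL4 reporter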
# CF NFkB block – inhibitors of PAF-induced NF-kB signaling, primary screen, cell-based, GFP fluorescence, uHTS | KKLEB NF-kB-GFP reporter, GFP fluorescence overnight | hit rate 0.86% among 360,000 | inhibition, % at 5 µM | AID 588850, 2011;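 active = at least 50% inhibition at 5 µM, scaled per plate between neutral and stimulator controls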;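 also: PAF is a Pseudomonas aeruginosa culture filtrate used as stimulus; plate controls were PAF-stimulated DMSO wells for no effect and unstimulated DMSO wells for full effect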
# NCOA1 inh – SRC1 coactivator transcriptional activity inhibitors, primary screen, cell-based, luminescence; Nuclear receptor coactivator 1 (Homo sapiens), Q15788; HEK293 GAL4-SRC1 luciferase reporter; inhibition, % at 3.6 µM; hit rate 0.12% among 360,000; AID 588354, 2011;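 active = inhibition above the campaign mean plus 3 SD, with each screening campaign given its own cutoff, cut at about 60% in these data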;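 also: 0% = DMSO treated cells and 100% = gossypol at 36 µM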
# TWEAK-Fn14 inh – inhibitors of TWEAK-Fn14 signaling, primary screen, luciferase reporter cells, uHTS; AID 1159606, 2016; TWEAK-stimulated Fn14 reporter cells, luciferase luminescence, 8 h; inhibition, % at 10 µM; hit rate 2% among 360,000; in the data active = inhibition above about 50%
# EBV LMP1 NFkB – EBV LMP1-driven NF-kappaB luciferase reporter inhibitors, primary screen, cell-based, luminescence, single point. LMP1-induced NF-kappaB luciferase reporter cells. inhibition, % at 12.5 µM. hit rate 0.69% among 350,000; in the data active = inhibition above about 41%;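 also: 0% = neutral control wells and 100% = reference inhibitor control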
# The depositor's hits bear a star; · = no result given.
# Results follow in this order: CF NFkB block	TWEAK-Fn14 inh	TROY NFkB inh	SRC2 inh	NR2F2 inh	C8 TRAIL sens	EBV LMP1 NFkB	NR5A2 inv ag	KKLEB tox	NCOA1 inh	SRC3 inh
1) Cc1cc(NC(=O)CC(C)C)c(=O)n(Cc2cccc(F)c2)c1
  3	8	4	11	11	4	6	0	5	-10	-11
2) CC(C)(C)c1ccc(CC(=O)N2CCC2(C)C(=O)NS(=O)(=O)c2cccc(C#N)c2)cc1 (stereo unspecified)
  -9	12	-2	-22	1	9	·	2	2	-9	-6
3) Cc1ccc(NC(=O)c2cc(F)c(F)cc2Cl)nc1
  -15	0	-48	-31	-46	17	-18	-125	-6	-71	-59
4) Cc1ccccc1NC(=O)C(C)c1cccc(C(=O)c2ccccc2)c1 (stereo unspecified)
  -3	2	10	6	13	-10	-14	17	2	1	-3
5) CC1CN(c2snnc2C=C2C(=O)OC(C)(C)OC2=O)CC(C)O1 (stereo unspecified)
  20	8	-13	-34	0	-2	-5	-9	4	-6	-1
6) CCOc1ccc(NC(=O)C2CC(=O)N(CCc3ccc(OC)c(OC)c3)C2)cc1OCC (stereo unspecified)
  5	-20	2	-5	14	-21	0	19	5	-1	-10
7) Cc1ccc(C(=O)c2cn(-c3ccc(F)c(Cl)c3)nn2)cc1
  5	-28	-49	-6	-26	-12	-26	-3	4	-13	14
8) O=S(=O)(CCSc1nc2ccccc2o1)Cc1ccccc1
  15	0	22	8	13	-15	0	7	-3	-2	17
9) Cn1c(COc2ccc(Cl)cc2)nnc1SCC(=O)NC1CCCC1
  9	-8	-20	-19	-11	11	0	-10	-1	-7	3
10) C[C@H](CO)N1C[C@H](C)[C@@H](CN(C)Cc2ccc(C(=O)O)cc2)Oc2c(NS(=O)(=O)c3cn(C)cn3)cccc2C1=O
  4	0	8	10	-17	2	-2	18	-21	-3	16
11) CCCNC(=O)CCCN1C(=O)c2ccccc2Sc2ncccc21
  1	0	-10	-1	0	-1	-27	3	2	8	9
12) Fc1ccc(C2CCCN2Cc2nc(-c3cnccn3)no2)cc1 (stereo unspecified)
  -10	-32	15	3	-2	4	-10	-10	6	8	17
13) O=C(COC(=O)CCc1nc2ccccc2s1)Nc1ccc(Cl)cn1
  5	4	-10	-29	-4	0	0	-1	-2	7	27
14) COC(=O)c1cccc(NS(=O)(=O)c2ccc(OC)c(C(=O)N3CCOCC3)c2)c1C
  -5	1	-5	-14	4	-1	-3	6	7	8	2
15) Cc1ccc(C(=O)NCCc2nnc3ccc(SCC(=O)N4CCCC4)nn23)cc1
  12	9	3	2	-4	-13	40	17	0	7	-7
16) CC(C)C(C=Cc1ccccc1)=NNS(=O)(=O)c1ccccc1
  -4	18	11	-20	2	-15	·	-14	-2	0	-9
17) Cc1ccc(C(=O)N2CCN(c3ncc(C(F)(F)F)cc3Cl)CC2)s1
  -11	-13	9	8	-11	5	-1	-11	1	10	-12
18) CCCc1c(C)[nH]c2ccc(C(=O)O)cc2c1=S
  4	10	-2	-1	-2	-1	-8	-12	-5	-9	15
19) COc1ccccc1N(Cc1ccccc1)S(=O)(=O)c1cc(C(=O)O)ccc1Cl
  -1	8	1	-25	5	3	-2	2	0	3	4
20) CN(CC(=O)Nn1cnnc1)S(=O)(=O)c1ccc(Br)cc1
  11	-6	-8	-29	0	-3	8	6	4	-14	-24
21) O=C(O)Cc1ccc(NC(=O)CCN2C(=O)c3ccc([N+](=O)[O-])cc3C2=O)cc1
  -2	-3	-5	3	11	-1	-2	9	9	-14	15
22) Cc1ccc2c(c1)S(=O)(=O)c1ccc3ccccc3c1N2
  4	6	-3	3	11	1	3	18	-12	8	0
23) Cc1nnc2sc(COc3ccccc3)nn2c1=O
  0	-1	4	-2	4	-3	2	-7	8	9	12
24) CCOC(=O)c1c(NC(=O)CSc2nc3ccccc3c(=O)n2-c2ccc(F)cc2)sc(C(C)=O)c1C
  10	-8	-3	-1	-10	-6	5	5	-10	0	11
25) Cc1ccc(O)c(C(=O)c2cnc3c(c2)COc2ccccc2-3)c1
  46	63*	6	14	12	8	2	-15	-5	10	34
26) O=C(CN(C(=O)CNS(=O)(=O)c1ccccc1)c1ccc(Cl)cc1)NCC1CCCO1 (stereo unspecified)
  19	6	-14	-16	-12	-16	4	-9	-25	-22	-2
27) Cc1nn(-c2ccccc2)c(C)c1C(=O)NCc1cccs1
  11	-13	4	5	4	5	8	-4	0	-13	-10
28) CCC1CCc2sc(C(=O)NCC(c3ccc(OC)cc3)N3CCOCC3)cc2C1 (stereo unspecified)
  7	2	-16	-6	26	-9	-2	-9	2	-4	8
29) Cn1c(NC(=O)Cc2ccc(F)cc2)cc(=O)n(C)c1=O
  1	-8	2	7	-22	-6	3	-1	-4	-10	-14
30) O=C(CN1CCCCC1)Nc1ccccc1NC(=O)CN1CCCCC1
  -12	-7	4	8	-6	-12	-22	17	0	-4	1

# An excerpt from above in order of count of non-hydrogen atoms, low to high.
# Results follow in this order: CF NFkB block	TWEAK-Fn14 inh	TROY NFkB inh	SRC2 inh	NR2F2 inh	C8 TRAIL sens	EBV LMP1 NFkB	NR5A2 inv ag	KKLEB tox	NCOA1 inh	SRC3 inh
18) CCCc1c(C)[nH]c2ccc(C(=O)O)cc2c1=S
  4	10	-2	-1	-2	-1	-8	-12	-5	-9	15
20) CN(CC(=O)Nn1cnnc1)S(=O)(=O)c1ccc(Br)cc1
  11	-6	-8	-29	0	-3	8	6	4	-14	-24
8) O=S(=O)(CCSc1nc2ccccc2o1)Cc1ccccc1
  15	0	22	8	13	-15	0	7	-3	-2	17
1) Cc1cc(NC(=O)CC(C)C)c(=O)n(Cc2cccc(F)c2)c1
  3	8	4	11	11	4	6	0	5	-10	-11
25) Cc1ccc(O)c(C(=O)c2cnc3c(c2)COc2ccccc2-3)c1
  46	63*	6	14	12	8	2	-15	-5	10	34
17) Cc1ccc(C(=O)N2CCN(c3ncc(C(F)(F)F)cc3Cl)CC2)s1
  -11	-13	9	8	-11	5	-1	-11	1	10	-12
21) O=C(O)Cc1ccc(NC(=O)CCN2C(=O)c3ccc([N+](=O)[O-])cc3C2=O)cc1
  -2	-3	-5	3	11	-1	-2	9	9	-14	15
14) COC(=O)c1cccc(NS(=O)(=O)c2ccc(OC)c(C(=O)N3CCOCC3)c2)c1C
  -5	1	-5	-14	4	-1	-3	6	7	8	2
6) CCOc1ccc(NC(=O)C2CC(=O)N(CCc3ccc(OC)c(OC)c3)C2)cc1OCC (stereo unspecified)
  5	-20	2	-5	14	-21	0	19	5	-1	-10

# (more compounds)
# Results follow in this order: CF NFkB block	TWEAK-Fn14 inh	TROY NFkB inh	SRC2 inh	NR2F2 inh	C8 TRAIL sens	EBV LMP1 NFkB	NR5A2 inv ag	KKLEB tox	NCOA1 inh	SRC3 inh
31) COc1ccc2c(CC(=O)OCC(=O)Nc3sc4c(c3C#N)CCC(C)C4)coc2c1 (stereo unspecified)
  7	-20	-26	-7	-7	6	-7	11	0	-13	-7
32) COc1ccc(Cl)cc1N(CC(=O)NCc1ccccn1)S(=O)(=O)c1ccc(C)cc1
  14	-4	16	-38	9	-7	2	7	-8	-12	9
33) CC1=C(C(=O)Nc2cccnc2)C(c2ccc(C(C)C)cc2)n2ncnc2N1 (stereo unspecified)
  -13	3	-8	-8	6	8	1	11	-2	-16	-1
34) CC(C)(C)[C@@H]1C=C(C(=O)O)O[C@H](OCc2ccc(CO)cc2)C1
  12	8	-24	-13	-3	-5	-2	-17	0	-3	7
35) O=C(NC1CCCC1)C(c1cccnc1)N(Cc1ccc(F)cc1)C(=O)c1csnn1 (stereo unspecified)
  -4	5	3	-24	-2	-18	5	-4	-6	19	-1
36) O=C(NCc1ccc(F)cc1)C(c1ccc(Cl)cc1)N(C(=O)c1csnn1)C1CC1 (stereo unspecified)
  -6	14	12	-15	19	12	-5	13	5	10	17
37) CN(C)c1ccc(NC2=C([N+](=O)[O-])CS(=O)(=O)C2)cc1
  5	27	-6	-13	30	2	-7	-21	10	10	13
38) CC(=O)Nc1ccc(S(=O)(=O)Nc2ccc3c(c2)OCCO3)cc1
  11	30	27	·	·	-3	-3	8	-7	-16	11
39) CCCCN1C(=O)C(=O)N(CC(=O)Nc2cc(Cl)ccc2OC)C1=O
  -25	2	6	17	5	-9	1	0	10	-10	-1
40) Nc1nc(-c2ccc3c(c2)CCCC3)cs1
  23	5	-13	-64	-57	11	-11	-116	-1	-59	-74
41) Cc1ccc(P(=Nc2ccccc2)(N2CCOCC2)N2CCOCC2)o1
  11	-15	-34	3	-9	-4	-10	1	2	-26	-20
42) CC(=O)c1cc(-c2ccccc2)[nH]c1N1CCOCC1
  -12	26	-8	-2	-4	-3	-9	10	-2	3	12
43) C#CCOCCOCCOCCNc1nc(N2CCN(C(=O)C(CCC(=O)O)n3cc(C(N)CC(C)C)nn3)CC2)nc(N2CCN(C(=O)C(Cc3cc4ccccc4[nH]3)n3cc(C(N)Cc4ccc(O)cc4)nn3)CC2)n1 (stereo unspecified)
  12	-9	-2	·	·	7	-2	·	-1	·	·
44) O=C(CCCC(=O)N(CC(=O)NC1CCCC1)Cc1ccccc1Cl)Nc1ccccn1
  0	6	-13	5	10	-23	-5	1	3	-3	0
45) CCOc1ccc(CNC(=O)CCn2c(=O)oc3ccccc32)cc1OC
  -1	8	13	-8	5	7	0	-13	5	-2	-1
46) O=C(c1cccnc1)N(Cc1ccccc1)C(c1ccccc1)c1nc2ccccc2[nH]1 (stereo unspecified)
  -5	-10	-20	-25	-10	7	·	-44	-9	-30	-9
47) CC1Sc2ccc(S(=O)(=O)CCC(=O)Nc3ccccn3)cc2NC1=O (stereo unspecified)
  3	-13	15	-1	-20	-19	-8	-1	6	0	-7
48) CC1=CC(c2ccccc2)n2nc(NC(=O)CCCC(=O)O)nc2N1 (stereo unspecified)
  -13	25	-2	5	-10	2	-3	1	9	-15	11
49) CCCOc1ccc(N2C(=O)CC(N(Cc3ccc(OC)cc3)C(=S)Nc3ccccc3)C2=O)cc1 (stereo unspecified)
  -29	17	13	-8	2	9	-8	-11	0	-10	-8
50) CC(OC(=O)CNC(=O)c1cccc(F)c1)C(=O)NC1CCCCC1C (stereo unspecified)
  8	-18	-5	-1	-16	-10	-5	-18	12	6	7

# High-throughput results: PubChem BioAssay, several laboratories

# An unsorted share of the library; any-hit rate near 4.2%.
